Assay outcomes deposited in PubChem BioAssay by IUPUI and University of Michigan.
ST2 IL33 inh – inhibitors of human ST2 (IL1RL1) binding to IL-33, primary screen, biochemical, AlphaLISA; AlphaLISA ST2-Fc/biotin-IL-33 interaction, 1 h; inhibition, % for hits at 17 µM; 78,000 tested, 2.3% active; AID 1259354, 2018; in the data active means inhibition above about 30%; inconclusive means mostly about 10% to 28%
Target sequence (Q01638 whole entry, looked up): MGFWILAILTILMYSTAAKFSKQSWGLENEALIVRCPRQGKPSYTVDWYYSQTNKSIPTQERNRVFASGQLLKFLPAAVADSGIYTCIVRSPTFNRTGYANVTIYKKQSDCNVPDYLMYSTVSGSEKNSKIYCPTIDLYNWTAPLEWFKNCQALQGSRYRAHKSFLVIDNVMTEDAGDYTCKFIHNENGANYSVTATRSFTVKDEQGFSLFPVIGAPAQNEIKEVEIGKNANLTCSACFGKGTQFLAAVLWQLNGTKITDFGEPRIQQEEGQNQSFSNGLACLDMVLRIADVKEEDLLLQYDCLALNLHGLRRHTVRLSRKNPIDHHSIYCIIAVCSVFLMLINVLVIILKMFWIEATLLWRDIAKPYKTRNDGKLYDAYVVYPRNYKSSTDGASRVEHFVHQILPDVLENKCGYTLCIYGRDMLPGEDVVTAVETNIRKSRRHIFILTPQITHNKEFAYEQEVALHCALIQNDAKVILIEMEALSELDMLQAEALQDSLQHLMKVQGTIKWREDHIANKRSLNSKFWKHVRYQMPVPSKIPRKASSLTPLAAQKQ
* hit, by the source's call.

Screening Cc1nonc1CC(=O)NC1CC(=O)N(CC2CCCCC2)C1 (stereo not given) returned ST2 IL33 inh inactive.
Screening COc1ccc(-n2nc3cc(C)c(NC(=O)c4cc(OC)c(OC)c(OC)c4)cc3n2)cc1 returned ST2 IL33 inh inconclusive.
`Cc1c(Cl)cccc1Nc1nc(O)c(C2=c3cc(Br)ccc3=NC2=O)s1` gave ST2 IL33 inh inconclusive.
Cc1ccc(NC(=O)c2ccco2)c(Br)c1 was read as ST2 IL33 inh inactive.
`Cc1ccc(S(=O)(=O)Nc2ccc(NS(=O)(=O)c3ccc(C)cc3)c(Cl)c2)cc1` gave ST2 IL33 inh inconclusive.
`Cc1nc2ccc3nc(NC(=O)c4ccccc4Br)sc3c2s1` gave ST2 IL33 inh inactive.
`O=c1oc(-c2ccccc2)nc2ccc(Cl)cc12` gave ST2 IL33 inh inactive.
CC(Nc1nc(-c2ccccc2)c2cc(Br)ccc2n1)C(=O)O (stereo not given) was read as ST2 IL33 inh inactive.
For Cc1ccsc1CN1CCN(Cc2ccc3c(c2)OCO3)CC1 the results were ST2 IL33 inh inconclusive.
Screening O=C(CN1CCN(Cc2ccc(F)cc2Cl)S1(=O)=O)Nc1ccccc1F returned ST2 IL33 inh inconclusive.
For CN1CCN(c2cc(C(=O)Nc3ccc4c(c3)CCC4)c3ccccc3n2)CC1 the results were ST2 IL33 inh inconclusive.
`CC(NS(C)(=O)=O)C(=O)NCc1cccnc1N(C)C1CCCCC1` (stereo not given) gave ST2 IL33 inh inconclusive.
Screening CCN1CCc2c(sc(NC(=O)c3ccco3)c2-c2nc3ccccc3s2)C1 returned ST2 IL33 inh inactive.
O=[N+]([O-])c1cccc(C2SCCN2S(=O)(=O)c2ccc(-c3ccccc3)cc2)c1 (stereo not given) was read as ST2 IL33 inh inconclusive.
For COc1cc(C2C3=C(CCCC3=O)Nc3nc(SC)[nH]c(=O)c32)cc(OC)c1OC (stereo not given) the results were ST2 IL33 inh inactive.
`CN(CCc1ccccn1)[C@H]1[C@@H]2OC[C@@H](O2)[C@@H](NC(=O)Nc2cccc(C(F)(F)F)c2)[C@@H]1O` gave ST2 IL33 inh inactive.
CC1CCc2onc(C(=O)Nc3cccc(Cl)c3)c2C1 (stereo not given) was read as ST2 IL33 inh inactive.
`COc1ccc(CCNC(=O)C(=O)NC2CC2)cc1` gave ST2 IL33 inh inactive.
For Cc1ccc(-n2nc3cc(Cl)c(NC(=O)c4cccnc4)cc3n2)cc1 the results were ST2 IL33 inh inconclusive.
`COC(=O)[C@@H]1Cc2ncn(C)c2CN1C(=O)c1ccc(C#N)cc1` gave ST2 IL33 inh inactive.
Screening CCn1cc(C2=NC(CC(C)C)CO2)c2ccccc21 (stereo not given) returned ST2 IL33 inh inactive.
`O=C(NCCCN1CCCCC1)c1ccc(Nc2cc(-c3ccccc3)ncn2)cc1` gave ST2 IL33 inh inactive.
Screening NC(=O)c1ccccc1NC(=O)c1cccc(I)c1 returned ST2 IL33 inh inactive.
CCc1ccccc1NC(=O)CN1CCN(Cc2cccc(Cl)c2)S1(=O)=O was read as ST2 IL33 inh inactive.
`Cc1ccc(S(=O)(=O)NC(=NCC(=O)O)c2ccccc2)cc1` gave ST2 IL33 inh inconclusive.
`O=C(COc1ccccc1[N+](=O)[O-])Nc1ccccc1C(F)(F)F` gave ST2 IL33 inh inconclusive.
`CSc1cccc(NC(=O)CSC2=NS(=O)(=O)c3ccccc32)c1` gave ST2 IL33 inh inactive.
For Cc1cc(C(=O)Nc2c(C)nn(Cc3ccc(F)cc3)c2C)no1 the results were ST2 IL33 inh inactive.
CC(O)(COc1ccccc1)c1ccc2c(c1)CN(Cc1cccn1-c1ccccn1)CCO2 (stereo not given) was read as ST2 IL33 inh inconclusive.
For CN(Cc1ccc2nsnc2c1)C(=O)CC1COCCN1 (stereo not given) the results were ST2 IL33 inh inconclusive.
For COCCNC(=O)[C@@H](C)[C@@H]1CC[C@@]2(C)CC[C@H](NC(=O)CC(C)(C)C)[C@@H](C)[C@@H]2[C@H]1O the results were ST2 IL33 inh inactive.
`C[C@H](C(=O)N1CCCC1)C1CC[C@@]2(C)Cc3sc(NC(=O)C4CC4)nc3[C@@H](C)[C@@H]2[C@H]1O` (stereo not given in full) gave ST2 IL33 inh inconclusive.
CC(=O)Nc1cccc(-c2nnc(-c3ccco3)o2)c1 was read as ST2 IL33 inh inactive.
`COc1ccc(-c2noc(CN(C)Cc3n[nH]c4c3CCCCC4)n2)c(OC)c1OC` gave ST2 IL33 inh inactive.
CCOc1ccc(-c2nc(SCC(=O)NCCCOC)n3[nH]c(=O)cc3n2)cc1 was read as ST2 IL33 inh inactive.
COc1ccc(OC)c(S(=O)(=O)NC2CCCCC2C)c1 (stereo not given) was read as ST2 IL33 inh inactive.
Screening CN1CCc2c(sc3c2C(=O)NC(c2ccc(OC(=O)c4ccccc4Cl)cc2)N3)C1 (stereo not given) returned ST2 IL33 inh inconclusive.
Screening O=C(NC(NCc1ccccc1)C(Cl)(Cl)Cl)c1ccc([N+](=O)[O-])cc1 (stereo not given) returned ST2 IL33 inh inactive.
O=C(NCCc1c[nH]c2ccccc12)c1cccc(Br)c1 was read as ST2 IL33 inh inactive.
For Cc1cc(Br)cc(C)c1NC(=O)COc1ccc([N+](=O)[O-])cc1 the results were ST2 IL33 inh inconclusive.

6 consecutive compounds out of the list so far, for reference:
For COCCNC(=O)[C@@H](C)[C@@H]1CC[C@@]2(C)CC[C@H](NC(=O)CC(C)(C)C)[C@@H](C)[C@@H]2[C@H]1O the results were ST2 IL33 inh inactive.
`C[C@H](C(=O)N1CCCC1)C1CC[C@@]2(C)Cc3sc(NC(=O)C4CC4)nc3[C@@H](C)[C@@H]2[C@H]1O` (stereo not given in full) gave ST2 IL33 inh inconclusive.
CC(=O)Nc1cccc(-c2nnc(-c3ccco3)o2)c1 was read as ST2 IL33 inh inactive.
`COc1ccc(-c2noc(CN(C)Cc3n[nH]c4c3CCCCC4)n2)c(OC)c1OC` gave ST2 IL33 inh inactive.
CCOc1ccc(-c2nc(SCC(=O)NCCCOC)n3[nH]c(=O)cc3n2)cc1 was read as ST2 IL33 inh inactive.
COc1ccc(OC)c(S(=O)(=O)NC2CCCCC2C)c1 (stereo not given) was read as ST2 IL33 inh inactive.

Following part:
For COc1ccc(Cl)cc1C(=O)Nc1cccc(-c2nc3ncccc3o2)c1 the results were ST2 IL33 inh inactive.
COc1ccc(S(=O)(=O)N2CCCCC2C(=O)O)cc1 (stereo not given) was read as ST2 IL33 inh inactive.
`CCN(CC)c1ccc(N=Cc2cccc(OC)c2O)cc1` gave ST2 IL33 inh 94%*.
For N#CC1=C(N)N2CCSC2=C(C#N)C1c1ccccc1 (stereo not given) the results were ST2 IL33 inh inactive.
CC1(C)CC(=O)C2=C(C1)N(c1ccccc1)C(=O)CC2c1ccccc1 (stereo not given) was read as ST2 IL33 inh inactive.
`O=C(NCCO)C(O)(c1ccc(Cl)cc1)c1ccc(Cl)cc1` gave ST2 IL33 inh inactive.
`CCN(CC)S(=O)(=O)c1ccc(C(=O)N=c2sc3cccc(Cl)c3n2C)cc1` gave ST2 IL33 inh inactive.
O=C(O)c1cc2n(n1)CCN(Cc1cn[nH]c1C1CCCCC1)C2 was read as ST2 IL33 inh inactive.
Screening c1ccc(NC2=Nc3ccccc3CC2)cc1 returned ST2 IL33 inh inactive.
`Cc1n[nH]c(C)c1CCC(=O)NCc1cccnc1N1CCCN(C)CC1` gave ST2 IL33 inh inconclusive.
`Cc1c(C(=O)NCC2(O)CCCNCC2)sc2ccccc12` (stereo not given) gave ST2 IL33 inh inactive.
CCOC(=O)c1oc2ccccc2c1NC(=O)COc1cccc(OC)c1 was read as ST2 IL33 inh inactive.
For Cc1nc(S(=O)(=O)c2ccccc2)c(N(C)C)o1 the results were ST2 IL33 inh inactive.
`CC1CC(=O)C2=C(C1)OC(N)=C(C#N)C2c1cccs1` (stereo not given) gave ST2 IL33 inh inactive.
For CN(CCc1ccccn1)c1ncccc1CNC(=O)c1n[nH]c2c1CCCC2 the results were ST2 IL33 inh inactive.
For CCN(CCN1CCOCC1)C(=O)c1nc2cccc(C)n2c1F the results were ST2 IL33 inh inconclusive.
`COCCN1C(=O)CSc2c(c(C)nn2-c2ccccc2)C1C(=O)NCc1ccccc1OC` (stereo not given) gave ST2 IL33 inh inactive.
Screening Cc1cc(N2CCC(C)CC2)nc2ccc(NC(=O)CCC(=O)N3CCC(C)CC3)cc12 returned ST2 IL33 inh inactive.
`CCOc1cc(C2Nc3ccccc3-c3nnc(SC)nc3O2)cc(Cl)c1O` (stereo not given) gave ST2 IL33 inh inactive.
For CCN(CC(=O)N1CCCc2c1c(=O)oc1ccc(O)cc21)c1ccccc1 the results were ST2 IL33 inh inactive.
For Cc1ccc(S(=O)(=O)N2CCN(c3cc(-c4ccc(F)cc4)ncn3)CC2)c(C)c1 the results were ST2 IL33 inh inactive.
Cc1ccc(CNC(=O)CN(C)S(=O)(=O)c2ccc(Br)cc2)cc1 was read as ST2 IL33 inh inactive.
Screening COc1ccc(NC(=O)C(c2ccccc2)c2ccccc2)cc1 returned ST2 IL33 inh inactive.
CNC(=O)C1CC(=O)N(C2CCCCCC2)C1 (stereo not given) was read as ST2 IL33 inh inactive.
Screening CCc1nc2nc(C)[nH]n2c(=O)c1NC(=O)Nc1cc(C)ccc1OC returned ST2 IL33 inh inactive.
For CCN(C)Cc1ccc(-c2nc(C(F)(F)F)c(C)c(=O)[nH]2)cc1 the results were ST2 IL33 inh inconclusive.
Screening CC[N+](CC)(CC)CCOc1cccc(OCC[N+](CC)(CC)CC)c1OCC[N+](CC)(CC)CC returned ST2 IL33 inh inactive.
For Cc1sc2nc3c(C(=O)N4CCN(C(=O)c5ccco5)CC4)cccn3c(=O)c2c1C the results were ST2 IL33 inh inactive.
For Cc1ccc(CN2CCSc3ccc(C(=O)NC(C)C)cc32)cc1 the results were ST2 IL33 inh inactive.
For O[C@@H]1CN(Cc2ccc(-c3ccn[nH]3)s2)CC[C@H]1c1ccc(F)cc1 the results were ST2 IL33 inh inconclusive.
Cc1cccc(N2CCN(Cc3cc([N+](=O)[O-])ccc3O)CC2)c1C was read as ST2 IL33 inh inconclusive.
Screening CCC(=O)N1c2ccccc2-c2nnc(SC)nc2OC1c1ccccc1 (stereo not given) returned ST2 IL33 inh inconclusive.
Cc1cc(Br)ccc1OCC(=O)NCCN1CCOCC1 was read as ST2 IL33 inh inactive.
Screening Cc1ncsc1CCC(=O)N(Cc1nccn1C)C1CC1 returned ST2 IL33 inh inactive.
O=C(Nc1ccc(Br)c2cccnc12)c1ccc([N+](=O)[O-])cc1Cl was read as ST2 IL33 inh inconclusive.
`CSc1nc2c(c(=O)[nH]1)C(c1cccc(F)c1)C1=C(CCCC1=O)N2` (stereo not given) gave ST2 IL33 inh inactive.
For CCN(CC)S(=O)(=O)c1ccc(-c2cn3cccnc3n2)cc1 the results were ST2 IL33 inh inactive.
`Cc1ccc(C2CC(=O)Nc3n[nH]c(C)c32)cc1` (stereo not given) gave ST2 IL33 inh inactive.
For O=C1/C(=c2\sc3nc4ccccc4n3c2=O)c2ccccc2N1Cc1ccccc1 the results were ST2 IL33 inh inconclusive.
Screening COc1cccc(/C=C2/SC(=Nc3ccc(C)cc3)N(C)C2=O)c1OC returned ST2 IL33 inh inconclusive.
For O=C(CSc1nc2ccccc2[nH]1)c1ccc(Cl)c(Cl)c1 the results were ST2 IL33 inh inactive.
For CC(C)CCNC(=O)C1c2c(n(C)c3ccccc23)SCC(=O)N1c1ccccc1F (stereo not given) the results were ST2 IL33 inh inactive.
O=C(c1ccccc1Cl)N1CCN(c2ccc(F)cc2)CC1 was read as ST2 IL33 inh inactive.
C=Cc1cccc(CN2CCC3(CC2)CNC(=O)C3)c1 was read as ST2 IL33 inh inconclusive.
For Cc1cc(=O)oc(C)c1C(=O)NCc1c(F)cc(F)cc1F the results were ST2 IL33 inh inconclusive.
For CC(=O)NCCCCCNC(C)=O the results were ST2 IL33 inh inactive.
For COc1ccc(NC(=O)c2noc3c2CCCC3)cc1OC the results were ST2 IL33 inh inconclusive.
For O=C1CCc2cc(S(=O)(=O)N3CCN(Cc4ccccc4)CC3)ccc2N1 the results were ST2 IL33 inh inactive.
CCN(CC)S(=O)(=O)c1ccc(C(=O)Nc2nnc(-c3ccc(OC)cc3)o2)cc1 was read as ST2 IL33 inh inactive.
`Cc1ccc(NC(=O)CSc2n[nH]c(C)c2[N+](=O)[O-])cc1` gave ST2 IL33 inh inconclusive.

Continued; it opens with the two that closed the last part.
CCN(CC)S(=O)(=O)c1ccc(C(=O)Nc2nnc(-c3ccc(OC)cc3)o2)cc1 was read as ST2 IL33 inh inactive.
`Cc1ccc(NC(=O)CSc2n[nH]c(C)c2[N+](=O)[O-])cc1` gave ST2 IL33 inh inconclusive.
For CCCCOC(=O)NS(=O)(=O)c1sc(CC(C)C)cc1-c1ccc(Cn2c(CC)nc3c(C)cc(C)nc32)cc1 the results were ST2 IL33 inh inactive.
Screening Cc1c(CC(Cl)(Cl)Cl)c2c(n1CCC(=O)O)CC(C)(C)CC2=O returned ST2 IL33 inh inactive.
`O=C(O)c1ccccc1-c1ccccc1C(=O)N1CCCCC1` gave ST2 IL33 inh inactive.
For CCCn1cnc2cc(NCc3ccccc3O)ccc21 the results were ST2 IL33 inh inconclusive.
`c1ccc(N2CCN(Cc3ccco3)CC2)nc1` gave ST2 IL33 inh inactive.
Screening CC1C(=O)N(C)CCN1C(=O)c1ccccc1-c1ccccc1 (stereo not given) returned ST2 IL33 inh inactive.
Screening COc1ccc(C2C(C#N)=C(N)OC3=C2C(=O)CC(c2ccccc2)C3)c(OC)c1C (stereo not given) returned ST2 IL33 inh inactive.

An excerpt (hit frequency here may not be typical).
